Source: PubChem BioAssay (several laboratories)
STAT3 blocker: IL-6 driven STAT3 reporter inhibitors, primary screen, U3A cells, luciferase, luminescence, MLSCN library. IL-6 STAT3-luciferase reporter; host cell line lacks STAT1. hit rate 0.89% among 190,000. inhibition, % at 5.5 µM;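 active = inhibition above the mean inhibition across all screened compounds plus 3 SD, cut at about 44% in these data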;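 note: 0% = DMSO only wells and 100% = 100 µM nifuroxazide control wells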
RAM inhibit: inhibitors of the yeast RAM network, primary screen, dse1pr::URA3 reporter, 5-FOA selection | S. cerevisiae dse1pr::URA3 reporter, 5-FOA growth OD615, 2 d; analog-sensitive cbk1-as2 kinase mutant strain | inhibition, % at 50 µM | hit rate 1.8% among 190,000 | AID 868, 2007;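 active = inhibition above a set limit, 3 SD over mean compound inhibition, cut at about 8.4% in these data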;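 note: 0% = DMSO-only wells with no growth and 100% = 10 µM 1-NA-PP1 full growth; inhibition rescues growth on 5-FOA so higher OD means more RAM inhibition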
FLuc inhib CS: firefly luciferase enzyme inhibitors, primary screen, artefact control for luciferase-based inhibitor screens, biochemical, luminescence, ATPLite; AID 1006, 2008; hit rate 1.5% among 200,000; Luciferin 4-monooxygenase (Photinus pyralis), P08659; 10 min; inhibition, % at 10 µM;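 active = inhibition above about 50% when tested at 10 µM, limit read from the data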
Target sequence (P08659 whole entry, looked up): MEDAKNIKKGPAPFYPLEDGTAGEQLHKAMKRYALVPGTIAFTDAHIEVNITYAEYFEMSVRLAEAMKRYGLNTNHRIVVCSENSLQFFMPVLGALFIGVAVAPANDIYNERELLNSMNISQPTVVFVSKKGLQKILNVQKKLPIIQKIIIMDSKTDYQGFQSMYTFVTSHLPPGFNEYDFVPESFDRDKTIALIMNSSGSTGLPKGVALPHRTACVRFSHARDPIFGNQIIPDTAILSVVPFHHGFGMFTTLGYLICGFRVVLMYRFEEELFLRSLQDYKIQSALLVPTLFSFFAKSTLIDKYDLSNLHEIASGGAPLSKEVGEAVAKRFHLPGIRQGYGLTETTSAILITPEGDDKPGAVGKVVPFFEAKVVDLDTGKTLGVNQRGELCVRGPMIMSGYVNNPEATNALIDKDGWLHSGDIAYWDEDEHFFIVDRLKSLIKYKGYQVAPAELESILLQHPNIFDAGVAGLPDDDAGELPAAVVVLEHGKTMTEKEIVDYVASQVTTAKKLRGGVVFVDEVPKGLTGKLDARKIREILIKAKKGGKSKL
Hsp70 act: Hsp70 transcriptional activators, primary screen, cell-based, HeLa, Hsp70 promoter luciferase, luminescence, 10 µM; HeLa Hsp70 promoter luciferase reporter; scaled: vehicle 0, proteasome-inhibitor control 100%; activation, % at 10 µM; hit rate 0.04% among 200,000;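 active = activation above the mean across all tested compounds plus 3 SD, cutoff set per campaign, cut at about 5.5% in these data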;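 note: 100% = MG132 at 30 µM as the positive control and 0% = DMSO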
NF-kB neuron act: activators of NF-kB expression in neurons, primary screen, cell-based, HTS; human neuronal cells, NF-kB reporter expression; active compounds read high; fold change at 12.5 µM; hit rate 1.6% among 190,000; AID 1239, 2008; in the data active = fold change above about 3.3
STAT1 activator: STAT1 signaling activators, primary screen, cell-based, HTS, luciferase reporter; activation (% of control), % at 5.5 µM; NIH 3T3 STAT1-luciferase reporter, IFN-gamma, luminescence; 100% = IFN-gamma alone, no compound; hit rate 2.6% among 200,000; AID 932, 2007;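 active = activation above the screen-wide mean activation plus 3 SD, cut at about 130% in these data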;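 note: raw ratio to IFN-gamma control signal so 100% means no change and 0% no light; values of inactives mirror those of a sister screen read the other way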
STAT1 blocker: STAT1 signaling inhibitors, primary screen, cell-based, HTS, luciferase reporter; inhibition, % at 5.5 µM; AID 920, 2007; hit rate 0.35% among 200,000; NIH 3T3 STAT1-luciferase reporter, IFN-gamma, luminescence;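 active = inhibition above a set limit, the mean inhibition across all tested compounds plus 3 SD, cut at about 34% in these data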;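 note: 0% = IFN-gamma with DMSO and 100% = IFN-gamma with 300 µM nifuroxazide; values of inactives mirror those of a sister screen read the other way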
APP 5'UTR act: activators of APP 5'UTR luciferase reporter, primary screen, SH-SY5Y cells; activation, % at 2 µM; hit rate 1% among 190,000; AID 1276, 2008; SH-SY5Y APP 5'UTR luciferase reporter, luminescence; zero percent = DMSO vehicle wells;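 active = activation above a set limit, based on mean plus 3 SD of controls, cut at about 140% in these data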; note: values of inactives mirror those of a sister screen read the other way
STAT3 activator: IL-6 driven STAT3 reporter potentiators, primary screen, U3A cells, luciferase, luminescence, MLSCN library | activation (% of control), % at 5.6 µM | hit rate 0.91% among 190,000 | AID 871, 2007 | IL-6 STAT3-luciferase reporter; 100% = signal with IL-6 EC80 alone;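 active = activation above the screen-wide mean of compound activation plus 3 SD, cut at about 130% in these data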;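 note: 0% = background luminescence of wells with medium and substrate only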
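Material: STAT3-luciferase reporter U3A cells; Probe or stimulus: IL-6 (33 ng/mL); Incubation: compound pre-incubation 1 h before IL-6, then 6 h stimulation at 37 °C; Technique: luminescence from STAT3-driven luciferase reporter; Evaluation: % activation versus median of IL-6-stimulated wells; Controls: IL-6-only high control.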
APP 5UTR inh: inhibitors of APP translation via 5'UTR reporter, primary screen, APP 5'UTR luciferase, SH-SY5Y cells; SH-SY5Y APP 5'UTR-luciferase reporter, luminescence; inhibition, % at 2 µM; hit rate 0.82% among 190,000; AID 1285, 2008;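 active = inhibition above a set limit, derived from the sample mean plus 3 SD, cut at about 45% in these data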; note: values of inactives mirror those of a sister screen read the other way
The depositor's hits bear a star; / = not tested or not shown.

1	O=C1CCCCCN1Cc1ccccc1
2	CC(C)NC(=O)C1(c2ccccc2)CC1(Cl)Cl (configuration not stated)
3	COc1ccc(CN(C)CC(=O)Nc2cccc(S(N)(=O)=O)c2)c(OC)c1OC
4	COc1ccc(C(=O)CNc2ccc3ccccc3c2)cc1
5	CN(C)S(=O)(=O)c1ccc(C(=O)N2CCN(S(=O)(=O)c3cccs3)CC2)cc1
6	CC(=O)N(CC(=O)Nc1nn(-c2ccccc2)nc1C(N)=O)Cc1ccccc1
7	Nc1nonc1C(=O)NCCNCc1cc(Br)ccc1OCc1ccccc1F
8	CCOC(=O)CSc1snnc1-c1ccccc1
9	CC(=O)Nc1nc(C)c(-c2csc(Nc3ccc(O)cc3)n2)s1
10	CCCC(=O)c1ccc(N2CCN(C(=O)c3ccccc3)CC2)c(F)c1

Screen / compound no.	1	2	3	4	5	6	7	8	9	10
STAT3 blocker	-6	-2	-12	-44	-2	0	20	5	33	15
RAM inhibit	-0.4	1.4	1.4	3.9	3.5	7.0	0.2	2.1	2.6	-0.3
FLuc inhib CS	-2	-7	-2	-3	-6	-8	-8	-6	-2	-3
Hsp70 act	-0.2	-0.1	-0.5	-0.3	-0.5	-0.3	-0.3	-0.3	-0.2	-0.6
NF-kB neuron act	0.92	1.2	1.3	1.1	1.1	0.79	0.46	1.3	1.8	0.87
STAT1 activator	94	104	92	121	86	105	84	85	96	103
STAT1 blocker	7	-4	9	-24	15	-6	17	17	5	-3
APP 5'UTR act	-5	-8	2	18	-5	11	3	9	-18	6
STAT3 activator	106	105	112	142*	103	102	86	101	74	95
APP 5UTR inh	5	8	-2	-18	5	-11	-4	-9	18	-6

11	CC(=C1C(=O)c2ccccc2C1=O)N1CCN(c2ccccn2)CC1
12	CCOC(=O)C1=C(O)C(=O)N(Cc2ccccc2)CC1
13	O=C(NCC1CCCO1)C1CCN(C2CCN(C3CCCCCC3)CC2)CC1 (configuration not stated)
14	Cc1ncc(CC(=O)n2cc(C(=O)c3cc(F)ccc3O)cn2)s1
15	CCOc1nc(N2CCOCC2)nc(C)c1[N+](=O)[O-]
16	COc1ccccc1/C=N/NC(=O)c1sc(C)nc1C
17	Cc1ccc(OCCNC(=O)/C=C/c2ccc([N+](=O)[O-])cc2)cc1C
18	CC1=C2C(=O)OC(c3ccoc3)C2(C)CCC1 (configuration not stated)
19	O=C(COc1ccc(S(=O)(=O)NC2CCCCC2)cc1)NC1CCCC1
20	CC1=C(C(=O)Nc2cc(C)ccc2C)C(c2cccs2)NC(=S)N1 (configuration not stated)

Screen / compound no.	11	12	13	14	15	16	17	18	19	20
STAT3 blocker	2	14	0	-8	12	14	6	8	11	7
RAM inhibit	-0.4	-0.1	-0.6	-1.5	0.7	0.2	4.8	3.9	2.4	3.1
FLuc inhib CS	-4	-4	0	-3	-5	3	-8	-7	-8	-3
Hsp70 act	-0.2	0.2	0.1	0.0	-0.2	0.0	-0.4	0.1	0.0	0.1
NF-kB neuron act	0.86	1.2	0.94	1.3	1	0.95	1.2	0.83	1.1	0.91
STAT1 activator	103	96	93	112	97	103	95	102	93	95
STAT1 blocker	1	2	6	-14	4	-6	5	-2	6	6
APP 5'UTR act	/	0	-5	9	10	-3	-23	5	10	7
STAT3 activator	101	93	102	109	92	92	99	94	94	104
APP 5UTR inh	10	0	5	-9	-10	3	23	-5	-10	-7

21	O=C(CCn1nc(-c2ccccc2)ccc1=O)NCCCN1CCCCCC1
22	Cc1ccc(S(=O)(=O)N2CCCC2)cc1S(=O)(=O)N1CCCC1
23	CCOC(=O)c1cccc(NC(=O)CS(=O)(=O)Cc2nc(-c3cccc(OC)c3)oc2C)c1
24	Cc1ccc(C)c(-n2cc(CN3CCN(C(=O)c4ncn[nH]4)CC3)c(-c3ccccc3)n2)c1
25	CN(C)C(CNc1ncnc2sccc12)c1ccccc1 (configuration not stated)
26	CCN1CCN(c2ccc(NC(=O)Cc3ccccc3)cc2)CC1
27	CCN(CC)S(=O)(=O)c1ccc(N2CCN(S(=O)(=O)c3ccc4c(c3)OCCO4)CC2)nc1
28	O=C(c1cccc(C(=O)N2CCN(c3ccccc3)CC2)c1)N1CCN(c2ccccc2)CC1
29	O=C(NC(=S)Nc1ccc(S(=O)(=O)N2CCCCC2)cc1)c1ccccc1
30	CC(C)(C)c1[nH]nc2c1C(C1C=CCCC1)C(C#N)=C(N)O2 (configuration not stated)

Screen / compound no.	21	22	23	24	25	26	27	28	29	30
STAT3 blocker	-4	-6	6	-1	2	-6	14	15	17	1
RAM inhibit	0.4	-0.4	0.1	-1.0	2.4	1.2	4.0	1.9	2.7	2.8
FLuc inhib CS	-1	-6	-8	-8	-1	1	-4	-6	-9	-10
Hsp70 act	-0.2	-0.5	0.0	-0.1	0.3	0.1	-0.3	0.5	-0.1	0.0
NF-kB neuron act	0.91	0.94	0.92	0.86	1.2	1	0.76	0.75	1.1	1
STAT1 activator	101	94	104	97	88	103	82	98	95	94
STAT1 blocker	-2	6	-3	1	12	-3	20	3	5	6
APP 5'UTR act	2	-4	-16	-7	9	18	-12	12	-9	16
STAT3 activator	106	105	99	102	99	108	88	90	86	103
APP 5UTR inh	-2	4	16	7	-9	-18	12	-12	9	-16

31	CC(=O)Nc1ccc(Oc2cc(N)cc([N+](=O)[O-])c2)cc1
32	C=CCN1CC(c2nc3ccccc3n2Cc2cccc3ccccc23)CC1=O (configuration not stated)
33	O=C(C1CCN(S(=O)(=O)c2ccc(Br)s2)CC1)N1CCN(C2CCCCC2)CC1
34	COc1ccc(N2C(=O)C(O)C2c2ccc(C)cc2)cc1 (configuration not stated)
35	Cc1cc(C)n2[nH]c(=O)c(N=Nc3cccc(C(F)(F)F)c3)c2n1
36	Cc1ccc(S(=O)(=O)N(C)CC(=O)Nc2cccc(C)n2)cc1
37	CCn1c(SCC(=O)Nc2ccccc2OC)nc2ccccc2c1=O
38	CCN(CC(=O)NCc1cccs1)S(=O)(=O)c1ccc([N+](=O)[O-])cc1
39	Cn1c(NCc2ccccc2)cc(=O)n(C)c1=O
40	NNC(=O)COc1ccc(F)cc1

Screen / compound no.	31	32	33	34	35	36	37	38	39	40
STAT3 blocker	18	-2	2	-18	8	-3	6	4	-3	3
RAM inhibit	2.4	-0.3	-0.2	0.5	-1.0	1.3	-0.1	0.8	0.9	0.2
FLuc inhib CS	-4	-2	-9	-3	-5	-4	-4	-3	-5	-4
Hsp70 act	-0.1	-0.4	-0.2	-0.1	-0.4	-0.1	-0.1	0.2	-0.1	-0.3
NF-kB neuron act	/	0.65	0.71	1.2	0.89	1.1	0.65	1	0.95	0.96
STAT1 activator	101	102	97	104	98	109	101	100	100	96
STAT1 blocker	-3	-2	2	-4	2	-9	-1	-3	0	4
APP 5'UTR act	-15	5	-7	-6	-6	-2	24	6	2	-2
STAT3 activator	88	104	100	114	98	102	96	101	107	102
APP 5UTR inh	15	-5	7	6	6	2	-24	-6	-2	2

41	O=c1c2cc(N3CCOCC3)ccc2[nH]c(=S)n1CCCN1CCCCCC1
42	CCOc1ccc(NC(=O)CCN2CCN(S(=O)(=O)c3ccc(OC)cc3)CC2)cc1
43	O=c1cc(CSc2ccccn2)[nH]c(=O)[nH]1
44	Cc1cc(C2=CC(C)(c3cc(C)oc3C)Nc3nc(C(F)(F)F)nn32)c(C)o1 (configuration not stated)
45	Cc1cc2c(cc1C)NC(=O)CC(C(F)(F)C(F)(F)C(F)(F)F)=N2
46	O=C(OCC(=O)N1CCOCC1)C(c1ccccc1)c1ccccc1
47	CC1CCN(C(=S)NC2CC3CCC2C3)CC1 (configuration not stated)
48	CN(Cc1cccs1)C(=O)CCc1ccc(S(=O)(=O)N2CCOCC2)cc1
49	COCCn1c(-c2ccccc2)nc2ccccc21
50	COC(=O)c1ccc(NC(=O)C23CC4CC(C2)CC(n2cncn2)(C4)C3)cc1

Screen / compound no.	41	42	43	44	45	46	47	48	49	50
STAT3 blocker	-5	7	4	-3	-6	6	-9	5	21	4
RAM inhibit	1.8	1.7	1.0	0.1	1.5	-0.6	-0.5	1.6	0.5	4.5
FLuc inhib CS	-4	6	-1	-4	-3	-5	-8	1	2	-5
Hsp70 act	-0.1	-0.4	-0.4	0.3	0.6	0.0	-0.3	0.0	-0.1	0.1
NF-kB neuron act	0.8	0.83	1.3	1.2	1.1	1.4	0.94	1	1.3	2
STAT1 activator	96	95	103	91	106	102	98	89	97	104
STAT1 blocker	5	5	-3	10	-7	-2	2	12	3	-4
APP 5'UTR act	15	4	13	-3	-9	-2	-1	6	19	-7
STAT3 activator	108	100	100	105	107	100	104	99	85	99
APP 5UTR inh	-15	-4	-13	4	9	2	1	-6	-19	7

Entries from the list above with a nitro group on carbon, in the order listed:
15	CCOc1nc(N2CCOCC2)nc(C)c1[N+](=O)[O-]
17	Cc1ccc(OCCNC(=O)/C=C/c2ccc([N+](=O)[O-])cc2)cc1C
31	CC(=O)Nc1ccc(Oc2cc(N)cc([N+](=O)[O-])c2)cc1
38	CCN(CC(=O)NCc1cccs1)S(=O)(=O)c1ccc([N+](=O)[O-])cc1

Screen / compound no.	15	17	31	38
STAT3 blocker	12	6	18	4
RAM inhibit	0.7	4.8	2.4	0.8
FLuc inhib CS	-5	-8	-4	-3
Hsp70 act	-0.2	-0.4	-0.1	0.2
NF-kB neuron act	1	1.2	/	1
STAT1 activator	97	95	101	100
STAT1 blocker	4	5	-3	-3
APP 5'UTR act	10	-23	-15	6
STAT3 activator	92	99	88	101
APP 5UTR inh	-10	23	15	-6

Next records:
51	Cc1cc(C(=O)O)c(CCCN)s1
52	O=C(CCSCCc1ccccn1)Nc1ccc(Br)cc1F
53	COc1ccc(NC(C)=O)cc1NC(C)C(=O)Nc1ccccc1F (configuration not stated)
54	CCCn1nc(NC(=O)c2ccco2)c2cc3ccccc3nc21
55	CC/C(=N\NC(=O)CSc1ncccn1)c1ccc2c(c1)OCCO2
56	CCN(CC)C(=O)c1ccc2c(=O)n(CCOC)c(=S)[nH]c2c1

Screen / compound no.	51	52	53	54	55	56
STAT3 blocker	-2	0	13	26	-7	-4
RAM inhibit	2.7	0.8	0.5	1.7	1.2	-0.3
FLuc inhib CS	-2	1	-5	-5	-2	-2
Hsp70 act	-0.2	-0.1	-0.3	0.1	-0.1	-0.1
NF-kB neuron act	1.2	1.1	1.2	0.49	1	1.1
STAT1 activator	103	91	103	101	91	98
STAT1 blocker	-4	11	-4	-1	10	3
APP 5'UTR act	-7	-13	15	-7	-6	5
STAT3 activator	107	98	97	84	106	101
APP 5UTR inh	7	13	-14	7	6	-5
